AddAB inh: growth inhibition of E. coli expressing H. pylori AddAB, primary screen, AddAB inhibitor project, absorbance | inhibition, % at 11.9 µM | actives 0.29% (n = 330,000) | AID 435030, 2010; in the data active = inhibition above about 12%;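 also: 0% = vehicle wells of infected cells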
Mot1-301 SUMO: yeast Mot1-301 growth rescue at high temperature, primary screen, SUMOylation pathway inhibitor project, S. cerevisiae, ATP luminescence, 38.5C | S. cerevisiae Mot1-301 growth rescue; percent above DMSO median, 100 means doubled | growth rescue, % at 18.8 µM | actives 1% (n = 320,000) | AID 2716, 2010;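 active = every valid replicate shows activation above 250% relative to neutral control wells; inactive = the rest, any valid replicate at or below 250%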;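 also: OY570 slx delta 5 strain wells were the positive control but not used for scaling; some compounds called inactive have numbers as strong as hits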
E coli growth: E. coli V3065 growth inhibition, primary screen, counter-screen for AddAB inhibitor project, absorbance, OD600. 18 h. AID 449728, 2010. actives 0.27% (n = 330,000). inhibition, % at 11.9 µM;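 active = inhibition above the campaign's mean inhibition across all tested compounds plus 3 SD, cut at about 9.9% in these data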;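 also: uninfected addAB+ strain grown without phage in ampicillin broth; 0% = DMSO wells and 100% = ciprofloxacin 0.95 µg/ml wells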
PfHsp90 set2: growth inhibition of PfHsp90-expressing yeast, primary screen, antimalarial PfHsp90 inhibitor project, S. cerevisiae, BacTiter-Glo luminescence, single point, set 2; BacTiter-Glo ATP, 48 h; yeast lacking PDR1 and PDR3 efflux regulators; inhibition, % at 9.4 µM; actives 0.32% (n = 310,000); AID 504621, 2011;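 active = every replicate shows inhibition above about 80%, whatever the replicate mean, limit read from the data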;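 also: 0% = DMSO neutral controls and 100% = 20 µM radicicol positive controls; yeast relying on Plasmodium falciparum Hsp90 in place of its own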
HTR5A ag ctr: HTR5A agonists in luminescence cell assay, primary screen, counter-screen for OPRM1-OPRD1 heterodimer agonist project, full-deck HTS; 5-hydroxytryptamine receptor 5A (Homo sapiens), P47898; cell-based; actives 0.61% (n = 340,000); activation, % at 9.3 µM; in the data active = activation mostly above about 9.5%, no sharp cut-off; inactive = mostly below about 7.6%;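 also: 0% = cells with vehicle only and 100% = reference agonist; strong numbers were not always called active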
phage Ecoli inh: growth loss of phage-infected E. coli, primary screen, RecBCD inhibitor project, absorbance, with phage, HTS. inhibition, % at 11.9 µM. actives 0.26% (n = 360,000); in the data active = inhibition above about 11%
PKA-R1A activ: activators of PKA-R1A holoenzyme, primary screen, biochemical, fluorescence polarization, Cy5-IP20, bovine R1A, mouse PKAc | PKA-R1A dissociation; scaled: DMSO 0%, 113 µM cGMP 100% | AID 504707, 2011 | cAMP-dependent protein kinase type I-alpha regulatory subunit (Bos taurus) + … | actives 0.083% (n = 340,000) | activation, % at 11.4 µM;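 active = percent activation above the mean of all tested compounds plus 3 SD, cut at about 19% in these data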;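 also: higher means more PKAc released from R1A so a rise in polarization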
DSG3 Ab inh: inhibitors of pemphigus antibody binding to DSG3, primary screen, biochemical, bead-based, flow cytometry, scFv-GFP | actives 0.48% (n = 310,000) | binding (percent of control), % at 10 µM | DSG3-coupled beads, scFv-anti-DSG3-GFP binding; hits give low values | Desmoglein-3 (Homo sapiens), P32926;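 active = binding more than 3 SD below its plate's average and above zero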;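 also: hits lower antibody fragment binding to DSG3; some compounds called inactive have numbers as strong as hits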
Target sequence (P32926 whole entry, looked up, the tested form may be a part): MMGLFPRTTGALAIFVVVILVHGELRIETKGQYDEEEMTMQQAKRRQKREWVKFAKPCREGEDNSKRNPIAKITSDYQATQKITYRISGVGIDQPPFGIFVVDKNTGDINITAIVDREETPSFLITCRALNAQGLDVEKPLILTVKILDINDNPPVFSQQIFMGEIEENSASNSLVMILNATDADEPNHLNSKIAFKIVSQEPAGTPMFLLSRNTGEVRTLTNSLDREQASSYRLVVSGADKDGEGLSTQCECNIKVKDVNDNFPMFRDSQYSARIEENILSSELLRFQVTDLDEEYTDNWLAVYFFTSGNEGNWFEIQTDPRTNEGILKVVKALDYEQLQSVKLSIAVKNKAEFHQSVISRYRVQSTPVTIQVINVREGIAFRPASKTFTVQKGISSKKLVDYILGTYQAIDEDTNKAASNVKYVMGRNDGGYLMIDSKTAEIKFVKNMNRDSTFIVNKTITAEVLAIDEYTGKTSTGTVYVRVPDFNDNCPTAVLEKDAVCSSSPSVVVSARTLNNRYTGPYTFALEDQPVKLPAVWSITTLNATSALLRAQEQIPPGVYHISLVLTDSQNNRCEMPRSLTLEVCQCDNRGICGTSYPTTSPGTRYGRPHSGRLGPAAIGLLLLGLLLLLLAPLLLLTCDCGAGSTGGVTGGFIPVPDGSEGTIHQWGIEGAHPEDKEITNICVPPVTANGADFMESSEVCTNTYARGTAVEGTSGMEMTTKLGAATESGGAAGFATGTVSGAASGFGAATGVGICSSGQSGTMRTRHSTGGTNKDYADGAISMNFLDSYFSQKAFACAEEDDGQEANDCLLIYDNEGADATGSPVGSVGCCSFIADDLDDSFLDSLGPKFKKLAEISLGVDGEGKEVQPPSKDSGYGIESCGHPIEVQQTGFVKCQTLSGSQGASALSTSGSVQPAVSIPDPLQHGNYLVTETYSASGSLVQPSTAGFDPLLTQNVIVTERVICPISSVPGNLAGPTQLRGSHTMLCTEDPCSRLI
OPRM1-OPRD1 inv: inverse agonists of MOR-DOR heterodimerization, primary screen, cell-based, luminescence; Mu-type opioid receptor (Homo sapiens) + Delta-type opioid receptor (Homo sapiens), …; actives 0.21% (n = 340,000); cell-based MOR-DOR heterodimer luminescence, inverse agonism; inhibition, % at 9.3 µM; AID 504357, 2011; in the data active = inhibition above about 22%, passing the limit was not always enough;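 also: 0% = cells with DMSO and 100% = wells without cells with DMSO; values of inactives mirror those of a sister screen read the other way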
HTR5A inv ag: HTR5A inverse agonists in luminescence cell assay, primary screen, counter-screen for OPRM1-OPRD1 heterodimer inverse agonist project, full-deck HTS | AID 504634, 2011 | HTR5A cell line, inverse agonism | actives 0.083% (n = 340,000) | inhibition, % at 9.3 µM | 5-hydroxytryptamine receptor 5A (Homo sapiens), P47898; in the data active = inhibition mostly above about 23%, no sharp cut-off; inactive = mostly below about 18%;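 also: 0% = cells with DMSO and 100% = no-cell wells with DMSO; some compounds called inactive have numbers as strong as hits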
OPRM1-OPRD1 ag: agonists of OPRM1-OPRD1 heterodimerization, primary screen, cell-based, luminescence | AID 504326, 2011 | Mu-type opioid receptor (Homo sapiens) + Delta-type opioid receptor (Homo sapiens), … | cells | actives 0.3% (n = 340,000) | activation, % at 9.3 µM; in the data active = activation above about 18%;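 also: 0% = vehicle-treated cells and 100% = reference agonist; values of inactives mirror those of a sister screen read the other way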
* hit, by the source's call; nt = not tested or not shown.

no.	Molecule	PKA-R1A activ	phage Ecoli inh	PfHsp90 set2	E coli growth	OPRM1-OPRD1 inv	HTR5A ag ctr	OPRM1-OPRD1 ag	DSG3 Ab inh	AddAB inh	HTR5A inv ag	Mot1-301 SUMO
1	O=C(COC(=O)c1cc([N+](=O)[O-])ccc1N1CCCC1)Nc1ccccc1OC(F)F	-15	7.4	20	nt	4	0	-0.6	93	nt	1	nt
2	CCC(CC)NC(=O)CON=C1c2ccccc2-c2ccccc21	-7	2.0	-5	2.1	-10	2	1.9	132	0.8	7	19
3	CCOCCSc1nc2c(c(=O)[nH]c(=O)n2C)n1CCCc1ccccc1	-3	0.9	1	-0.8	-3	4	0.6	98	2.2	-3	-8
4	CN1/C(=C\C(=O)c2ccco2)C(C)(C)c2ccccc21	-18	-0.2	22	0.4	3	-2	-0.6	114	2.0	-14	-8
5	CCC(C)c1ccc(NC(=O)C2CCN(c3ncccn3)CC2)cc1 (stereo unspecified)	-6	4.2	27	0.9	-17	-5	2.8	nt	-1.3	8	-2
6	O=C1CN(C(=O)c2ccc(Cl)c(S(=O)(=O)N3CCc4ccccc43)c2)c2ccccc2N1	-4	2.0	-12	0.4	5	8	-1.0	100	-0.8	-23	-18
7	CCN1CCN(CCn2c(=S)[nH]c3cc4c(cc3c2=O)OCO4)CC1	-11	2.3	7	-0.1	3	3	-0.7	100	0.2	-8	24
8	CCOc1ccc(CN2C(=O)c3ccccc3C2C(=O)NC(C)CC)cc1OC (stereo unspecified)	6	3.3	5	0.5	14	-3	-3.1	106	-0.7	11	8
9	CCOC(=O)c1sc(=NC(=O)c2ccc(C)c(C)c2)n(C)c1C	9	2.3	-24	-2.0	11	-6	-1.9	100	-0.3	14	10
10	Cc1ccc(N/C=C/C(=O)c2cccs2)cc1C	nt	4.1	-15	-1.3	nt	nt	nt	nt	3.2	nt	-12
11	CCOC(=O)CN1C(=O)S/C(=C/c2cccc([N+](=O)[O-])c2O)C1=O	9	0.6	14	3.0	25	-6	-4.5	100	4.5	15	-13
12	CCCN(CCC)CCNC(=O)CN1C(=O)COc2ccc(S(=O)(=O)N3CCOCC3)cc21	-7	-1.6	15	1.0	13	-6	-2.4	nt	3.2	2	nt
13	CC(=O)N1c2ccc(S(=O)(=O)NCCC(=O)NCc3ccc(F)cc3)cc2CC1C (stereo unspecified)	0	1.6	-20	-1.2	14	-3	-2.9	108	2.7	13	-1
14	CCCOc1ccc(C2/C(=C(/O)c3ccc(F)cc3)C(=O)C(=O)N2CCCN(C)C)cc1 (stereo unspecified)	3	5.1	6	-0.8	4	-3	-0.7	106	-0.3	10	-6
15	Cc1onc(-c2ccccc2Cl)c1C(=O)NNC(=O)c1cccc(F)c1	1	0.6	-27	1.5	2	7	-0.2	95	5.6	-20	31
16	Cc1ccc(-c2nc(C3CCCN(S(=O)(=O)c4ccc(C(F)(F)F)cc4)C3)no2)cc1 (stereo unspecified)	3	nt	-5	1.8	18	9	-3.3	105	2.4	-25	-1
17	CC(=O)Nc1ccc(NC(=O)CSc2nccn2Cc2ccc(Cl)cc2)cc1	2	-0.9	9	1.7	-4	-7	0.9	107	2.5	17	-7
18	Cc1ccc(C2(C(F)(F)F)N=C3Sc4cc(C)cc(C)c4N3C(=O)N2)cc1 (stereo unspecified)	-17	1.4	-1	-0.2	12	0	-2.1	101	-0.8	-19	-8
19	C/C(=N\NC(=O)c1cc2ccccc2cc1O)c1ccc(C)o1	-3	-1.8	13	0.9	8	8	-1.4	nt	3.7	-28	-2
20	C/C(CC(=O)Nc1ccc(Cl)c(Cl)c1)=N\NC(N)=S	-1	-0.6	35	3.2	0	2	0.1	nt	4.3	-30	-7
21	O=C(CCNC(=O)c1ccc([N+](=O)[O-])cc1)Nc1ccc(F)c(F)c1F	0	0.5	-24	1.1	-6	-3	1.0	nt	5.0	26	-9
22	COc1ccc(OC)c(C(=O)NC(CC(N)=O)c2ccc(NCCN3CCOCC3)c([N+](=O)[O-])c2)c1 (stereo unspecified)	-12	2.1	nt	-0.3	14	1	-2.6	110	1.2	0	23
23	Cc1nc2cc(NC(=O)NCCC3=CCCCC3)ccc2o1	-8	-1.7	13	-2.0	-10	0	1.7	105	1.3	10	-6
24	COc1ccccc1-c1n[nH]c(=S)n1N	1	-1.1	1	0.8	7	3	-1.6	nt	1.7	-3	19
25	CCc1ccc(/C(C)=N/NC(=O)c2c[nH]c3ccccc23)s1	-4	1.1	26	1.9	8	7	-1.5	nt	-0.3	3	239

Of the compounds above, these contain a Cl atom:
no.	Molecule	PKA-R1A activ	phage Ecoli inh	PfHsp90 set2	E coli growth	OPRM1-OPRD1 inv	HTR5A ag ctr	OPRM1-OPRD1 ag	DSG3 Ab inh	AddAB inh	HTR5A inv ag	Mot1-301 SUMO
6	O=C1CN(C(=O)c2ccc(Cl)c(S(=O)(=O)N3CCc4ccccc43)c2)c2ccccc2N1	-4	2.0	-12	0.4	5	8	-1.0	100	-0.8	-23	-18
15	Cc1onc(-c2ccccc2Cl)c1C(=O)NNC(=O)c1cccc(F)c1	1	0.6	-27	1.5	2	7	-0.2	95	5.6	-20	31
17	CC(=O)Nc1ccc(NC(=O)CSc2nccn2Cc2ccc(Cl)cc2)cc1	2	-0.9	9	1.7	-4	-7	0.9	107	2.5	17	-7
20	C/C(CC(=O)Nc1ccc(Cl)c(Cl)c1)=N\NC(N)=S	-1	-0.6	35	3.2	0	2	0.1	nt	4.3	-30	-7

(more compounds)
no.	Molecule	PKA-R1A activ	phage Ecoli inh	PfHsp90 set2	E coli growth	OPRM1-OPRD1 inv	HTR5A ag ctr	OPRM1-OPRD1 ag	DSG3 Ab inh	AddAB inh	HTR5A inv ag	Mot1-301 SUMO
26	O=C(OCc1cc(=O)n2cc(Br)ccc2n1)C1COc2ccccc2O1 (stereo unspecified)	0	-0.5	-2	1.5	-2	3	0.4	110	1.5	-42	18
27	O=C1CSC(=S)N1c1cccnc1	-16	0.8	22	-0.3	3	-3	-0.5	101	3.6	16	14
28	CCc1ccc(Oc2nnnn2-c2ccc(C(N)=O)cc2)cc1	-4	1.9	nt	0.2	13	-2	-2.5	103	1.9	14	nt
29	Cc1ccccc1CS(=O)(=O)c1cnc2ccccc2n1	3	1.0	-2	1.7	-3	-1	0.5	107	-0.2	-16	172
30	CCN(Cc1nc2cc(OC)c(OC)cc2c(=O)[nH]1)C(=O)c1ccc(S(=O)(=O)N(C)C)cc1	-4	0.6	-2	-0.9	-4	1	0.6	nt	0.2	5	37
31	NC(=O)c1ccsc1NC(=O)c1ccc(N2CCCC2=O)cc1	-16	2.0	35	-0.3	12	-2	-2.3	88	-1.9	-14	-12
32	CCCCC(=O)Nc1ccc(NC(=O)CCCC)nc1	-7	1.7	8	1.5	8	-5	-1.4	97	3.6	-5	13
33	COCCOC(=O)c1[nH]c2c(c1C)C(=O)CC(c1ccco1)C2 (stereo unspecified)	-6	0.5	nt	-0.2	13	1	-2.5	109	3.0	-4	-4
34	Cc1ccc(NC2CCCN(C(=O)CCc3scnc3C)C2)cc1C (stereo unspecified)	-9	1.2	-22	0.8	12	1	-2.4	nt	0.6	11	-15
35	Cc1oc(-c2cccc(Cl)c2)nc1CN1CCCC(C(=O)NCCCN2CCOCC2)C1 (stereo unspecified)	-6	1.4	23	-1.1	12	-3	-2.4	nt	-2.4	0	-13
36	CNC(=O)c1ccccc1S(=O)c1ccccc1C#N (stereo unspecified)	-10	1.9	-8	2.6	10	3	-2.4	95	4.3	-8	325
37	COc1ccc(C(=O)NCc2ccc(-c3nc4ccccc4s3)cc2)cc1	-11	-0.6	-30	-0.1	-3	1	0.5	94	-0.3	-2	-3
38	CCOc1cc(S(=O)(=O)N(CC)CC)ccc1Br	-9	1.4	nt	1.9	4	8	-0.9	99	1.4	-17	192
39	Cc1onc(-c2ccccc2)c1C(=O)Nc1ccc(S(=O)(=O)N2CCCC2)cc1	-5	2.0	-29	0.9	-6	2	1.4	104	0.9	-4	-17
40	CCCOc1ccc(N2C(=O)CC(N(Cc3ccc(S(N)(=O)=O)cc3)C(=O)CC)C2=O)cc1 (stereo unspecified)	2	0.7	7	1.8	10	1	-1.9	101	5.0	-1	-4
41	O=C(N/N=C(\CC(=O)c1cccs1)C(F)(F)F)c1cccnc1	-2	3.5	-13	0.5	5	-3	-1.0	112	0.0	-22	2
42	CCN(C(=O)CN1C(=O)NC2(CCc3ccccc32)C1=O)C1CCCCC1 (stereo unspecified)	-5	-1.2	-6	1.3	8	-2	-1.2	97	1.0	-1	4
43	Nc1nc(CSc2ccc(Cl)cc2)nc(N2CCCCC2)n1	-2	0.7	nt	-2.5	-12	1	2.5	115	-0.9	-3	-12
44	CC(=O)c1ccc(NC(=O)CCn2c(=S)oc3ccccc32)cc1	-8	1.5	-19	0.3	14	4	-2.8	100	0.7	-14	-7
45	Cc1ccc(NC(=O)c2ccccc2OCC(=O)c2ccc(F)cc2)cc1	7	1.9	1	2.0	-14	-1	2.7	81	1.9	11	3
46	CCOC(=O)N1CCC(=NNC(=O)c2ccccc2F)CC1	1	1.3	15	-1.0	2	1	-0.4	99	1.8	-23	-10
47	CC(C)Sc1nc2sccc2c(=O)n1-c1ccccc1	3	-1.0	-24	-2.7	-28	7	4.0	94	1.3	0	-13
48	O=C(O)/C=C/C(=O)N1Cc2cc3ccccc3nc2C1	-2	-2.0	1	-1.8	15	3	-2.9	92	-0.9	-12	-3
49	COc1ccc(CCN2CC(C(=O)NCCc3ccc(C(F)(F)F)cc3)CCC2=O)cc1 (stereo unspecified)	2	-1.0	-46	-2.7	4	-3	-0.8	100	2.4	-7	nt
50	C[C@H](CO)N1C[C@H](C)[C@@H](CN(C)C(=O)Nc2ccc3c(c2)OCO3)Oc2ccc(NC(=O)C3CCCCC3)cc2C1=O	-4	3.1	5	-1.0	7	1	-1.2	108	2.1	3	-21

Some of these compounds in order of the Mot1-301 SUMO value, descending.
No. | smiles | Mot1-301 SUMO
33 | COCCOC(=O)c1[nH]c2c(c1C)C(=O)CC(c1ccco1)C2 (stereo unspecified) | -4
46 | CCOC(=O)N1CCC(=NNC(=O)c2ccccc2F)CC1 | -10
39 | Cc1onc(-c2ccccc2)c1C(=O)Nc1ccc(S(=O)(=O)N2CCCC2)cc1 | -17

Screening data (PubChem)
